# Screens as filed in PubChem.
# APP 5UTR inh – APP translation inhibition | SH-SY5Y APP 5'UTR-luciferase reporter, luminescence | inhibition, % at 2 µM | 0.82% of 190,000 active;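 active means inhibition above a set limit, derived from the sample mean plus 3 SD, cut at about 45% in these data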; further: values of inactives mirror those of a sister screen read the other way
# Diaphorase act – diaphorase activation or chemical reduction counter-screen; Diaphorase/resazurin coupled assay, resorufin fluorescence, 16 min; stronger effect = higher value; 1 = vehicle wells, 0 = NADH-free wells; AID 1229; activation factor at 20 µM; 0.005% of 190,000 active;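 active means diaphorase activity raised at least twofold by the compound at 20 µM; inactive means activation factor below 2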
#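 test system = bacterial diaphorase enzyme (C. kluyveri) | quantity = enzyme 0.07 U/mL final | reagent = NADH substrate 0.114 mM plus resazurin dye 0.1 mM, final | incubation = 16 min enzyme reaction, ambient temperature | buffer or medium = HEPES pH 7.4 buffer with MgCl2 and Tween 20 | signal = fluorescence of resorufin, 544 nm excitation, 590 nm emission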
# STAT1 blocker – inhibitors of IFN-gamma induced STAT1 signaling. AID 920. inhibition, % at 5.5 µM. NIH 3T3 STAT1-luciferase reporter, luminescence. 0.35% of 200,000 active;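 active means inhibition above a set limit, the mean inhibition across all tested compounds plus 3 SD, cut at about 34% in these data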;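 further: 0% = IFN-gamma with DMSO and 100% = IFN-gamma with 300 µM nifuroxazide; values of inactives mirror those of a sister screen read the other way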
# G6PDH counter – inhibits Leuconostoc G6PDH, flagging false hits in G6PDH-based assays | Purified L. mesenteroides G6PDH, diaphorase/resazurin coupled fluorescence, 45 min | inhibition, % at 5 µM | 0.12% of 200,000 active | AID 1020; in the data active means inhibition above about 50%
# STAT3 inh – inhibitors of IL-6 induced STAT3 signaling | U3A cells, IL-6 STAT3-luciferase reporter, luminescence; host cell line lacks STAT1 | inhibition, % at 5.5 µM | 0.89% of 190,000 active | AID 862;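 active means inhibition above the mean inhibition across all screened compounds plus 3 SD, cut at about 44% in these data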;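 further: 0% = DMSO only wells and 100% = 100 µM nifuroxazide control wells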
# STAT3 activator – STAT3 signaling activation; activation (% of control), % at 5.6 µM; 0.91% of 190,000 active; U3A cells, IL-6 STAT3-luciferase reporter, luminescence; 100% = signal with IL-6 EC80 alone;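 active means activation above the screen-wide mean of compound activation plus 3 SD, cut at about 130% in these data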;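 further: 0% = background luminescence of wells with medium and substrate only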
#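 System – human U3A cells carrying STAT3-luciferase construct · Probe or stimulus – Interleukin-6, 33 ng/mL · Schedule – compound 1 h, then IL-6 6 h at 37 °C · Signal – luminescence from STAT3-driven luciferase reporter · Evaluation – percent of IL-6-only median luminescence · Benchmarks – IL-6-only high control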
# STAT1 act – increases IFN-gamma driven STAT1 reporter signal; NIH 3T3 STAT1-luciferase reporter, luminescence; 100% = IFN-gamma alone, no compound; activation (% of control), % at 5.5 µM; 2.6% of 200,000 active; AID 932;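 active means activation above the screen-wide mean activation plus 3 SD, cut at about 130% in these data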;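 further: raw ratio to IFN-gamma control signal so 100% means no change and 0% no light; values of inactives mirror those of a sister screen read the other way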
# Diaph inh CS – inhibits diaphorase or chemically oxidizes, flagging diaphorase assay artifacts. inhibition, % at 20 µM. diaphorase resazurin-to-resorufin fluorescence, NADH, 16 min; bacterial (C. kluyveri) enzyme, not human. 0.69% of 190,000 active;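 active means primary screen inhibition at 20 µM above a set limit, cut at about 50% in these data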;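 further: plate controls were DMSO with full reaction for no effect and wells lacking NADH for full effect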
#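 Assay system – diaphorase enzyme from Clostridium kluyveri · Amount – diaphorase 0.14 U/mL (working solution) · Times – reaction incubation of 16 min at room temperature · Controls – No-NADH positive control and DMSO neutral control · Signal – resorufin fluorescence 544/590 nm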
# TLR4 MyD88 comp – blocks binding of human TLR4 to MyD88. O00206+Q99836. inhibition, % at 8.4 µM. 0.18% of 200,000 active. HeLa CL3-4 TLR4/MyD88 BLA complementation, FRET ratio. AID 861; in the data active means inhibition above about 25%;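 further: 0% = vehicle and 100% = reference inhibitor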
# Target sequence (O00206 whole entry, looked up): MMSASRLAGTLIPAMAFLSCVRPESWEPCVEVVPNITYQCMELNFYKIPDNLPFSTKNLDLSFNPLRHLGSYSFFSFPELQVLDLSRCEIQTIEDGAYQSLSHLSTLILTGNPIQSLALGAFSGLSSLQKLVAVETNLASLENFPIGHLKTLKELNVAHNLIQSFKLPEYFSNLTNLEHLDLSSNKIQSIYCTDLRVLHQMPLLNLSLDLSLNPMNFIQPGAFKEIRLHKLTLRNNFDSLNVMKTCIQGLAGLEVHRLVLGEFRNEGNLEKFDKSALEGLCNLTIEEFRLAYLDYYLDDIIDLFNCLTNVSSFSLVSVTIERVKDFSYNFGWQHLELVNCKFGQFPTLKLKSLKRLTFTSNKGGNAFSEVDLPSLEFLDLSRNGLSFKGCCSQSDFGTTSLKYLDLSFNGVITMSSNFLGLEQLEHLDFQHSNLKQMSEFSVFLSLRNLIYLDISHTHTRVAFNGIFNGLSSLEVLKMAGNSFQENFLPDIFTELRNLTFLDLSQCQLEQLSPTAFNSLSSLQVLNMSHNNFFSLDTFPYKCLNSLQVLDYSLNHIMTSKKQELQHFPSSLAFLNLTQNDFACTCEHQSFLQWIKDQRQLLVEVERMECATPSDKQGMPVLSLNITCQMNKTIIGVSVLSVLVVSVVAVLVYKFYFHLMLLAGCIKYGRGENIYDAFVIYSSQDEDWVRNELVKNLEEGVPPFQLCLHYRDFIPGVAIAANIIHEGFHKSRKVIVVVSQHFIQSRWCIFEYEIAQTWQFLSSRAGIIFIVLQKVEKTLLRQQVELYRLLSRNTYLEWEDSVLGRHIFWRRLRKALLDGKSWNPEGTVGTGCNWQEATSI
# Target sequence (Q99836 whole entry, looked up): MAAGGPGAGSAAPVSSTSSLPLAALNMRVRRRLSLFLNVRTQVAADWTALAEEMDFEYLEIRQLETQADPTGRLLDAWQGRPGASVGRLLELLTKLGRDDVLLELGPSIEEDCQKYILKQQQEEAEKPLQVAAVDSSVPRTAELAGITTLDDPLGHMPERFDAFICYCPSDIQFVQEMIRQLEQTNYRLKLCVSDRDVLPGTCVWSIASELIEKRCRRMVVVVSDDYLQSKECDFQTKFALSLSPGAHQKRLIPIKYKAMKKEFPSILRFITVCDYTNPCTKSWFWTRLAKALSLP
# Hsp70 activator – transcriptional activators of Hsp70; AID 1203; activation, % at 10 µM; HeLa Hsp70 promoter luciferase reporter, luminescence; scaled: vehicle 0, proteasome-inhibitor control 100%; 0.04% of 200,000 active;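 active means activation above the mean across all tested compounds plus 3 SD, cutoff set per campaign, cut at about 5.5% in these data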;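 further: 100% = MG132 at 30 µM as the positive control and 0% = DMSO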
# An asterisk follows results filed as active; . = not tested or not shown. Random draw from the library. About 6.1% of those tested had a hit in this group.
SMILES,APP 5UTR inh,Diaphorase act,STAT1 blocker,G6PDH counter,STAT3 inh,STAT3 activator,STAT1 act,Diaph inh CS,TLR4 MyD88 comp,Hsp70 activator
CC(C)c1ccc(C(=O)NC(=S)NCc2cccnc2)cc1,-18,0.8,-3,-2,20,84,102,18,9,-0.4
CCOC(=O)c1sc(NC(=O)c2ccc(C)s2)cc1C,-172,0.9,-82,0,21,85,175*,11,13,-0.1
CSc1nc(NCC(C)C)c2c3c(sc2n1)CN(C)CC3,8,0.9,-8,8,10,101,107,10,16,-0.2
CC(Sc1nncs1)C(=O)NCc1ccc2c(c1)OCO2 (centres undefined),-4,1,9,1,9,100,92,1,-4,-0.3
O=C(OC1CCN(c2ncc(C(F)(F)F)cc2Cl)CC1)c1cccc(C(F)(F)F)c1,.,0.8,-3,-3,8,99,103,19,3,-0.4
COc1ccc(C(=O)NCc2nnc(SCC(=O)N3CCOCC3)o2)cc1OC,3,1,-8,3,2,100,105,3,0,-0.1
O=C(O)Cn1nnn(-c2ccccc2)c1=S,2,0.8,-2,11,2,101,102,18,6,0.1
Cc1cc(C(=O)O)cc(Br)c1N,5,1,-1,4,12,96,99,3,1,-0.3
Cc1ccccc1NC(=O)C(=O)NCCc1ccccc1,-36,0.9,5,1,-2,100,96,9,8,0.0
Cc1cc(C)c2ccc(C)[n+]([O-])c2c1O,-33,0.9,-2,-6,17,88,101,14,16,-0.1
O=C(Nc1nnc(-c2ccc(Cl)cc2)o1)NC1CCCCC1,1,0.9,-1,1,19,88,101,7,-4,-0.2
CCc1nnc(NC(=O)CSc2nc3cc4c(cc3cc2CC)OCCO4)s1,4,0.8,-5,-36,7,97,105,24,-5,0.1
COc1ccc(N2CC(C(=O)NCc3cccnc3)CC2=O)cc1 (centres undefined),1,1,-6,15,6,98,106,1,-2,-0.3
CCc1ccc(C2=NNC(=Nc3cccc(S(=O)(=O)N(C)C)c3)SC2)cc1,-4,0.9,-12,5,7,97,110,11,0,-0.3
CC1CC(CC(=O)Nc2nc(-c3ccccc3)cs2)C(=O)O1 (centres undefined),-2,0.9,-12,3,17,89,109,8,0,-0.1
O=C(N/N=C/c1ccc2c(c1)OCO2)c1ccccn1,-56,0.9,0,7,55*,61,100,6,-5,-0.4
COc1ccc(Cl)cc1NC(=S)NN1CCOCC1,0,1.2,-2,6,4,105,102,-17,-4,0.0
CCOc1ccc(OCc2ccc(C(=O)N3N=C(C(F)F)CC3(O)C(F)F)o2)cc1 (centres undefined),17,0.8,1,2,-4,108,99,17,3,-0.1
COc1cc(OC)c(OC)cc1CN1CCN(Cc2ccc(SC)cc2)CC1,-10,1,2,0,6,98,97,0,-5,-0.2
O=C(O)C1=C[C@H](c2csc3ccccc23)C[C@H](OCc2ccc(CO)cc2)O1,7,0.9,-7,4,.,.,108,14,0,-0.1
O=C(CN1CCN(Cc2ccccc2Cl)CC1)N/N=C/C=C\c1ccccc1[N+](=O)[O-],2,0.9,1,-18,0,103,99,14,2,-0.1
Nc1ccn(Cc2ccc(F)cc2)n1,7,1.1,-3,12,10,96,102,-10,0,-0.3
COc1ccc(N2C(=O)CC(N3CCCC4CCCCC43)C2=O)cc1 (centres undefined),-10,1,-1,5,4,100,101,5,1,-0.1
CCN(CC)CCNC(CC(=O)Nc1ccc(Cl)cc1Cl)C(=O)O (centres undefined),-14,0.9,-4,3,-5,108,104,9,3,-0.3
CC(C)CC1(C)NC(=O)N(CC(=O)NC(=O)Nc2ccc3c(c2)OCCO3)C1=O (centres undefined),7,0.9,-7,10,-2,106,107,11,-5,-0.3

# Some of the entries so far, with tabs.
canonical_smiles	APP 5UTR inh	Diaphorase act	STAT1 blocker	G6PDH counter	STAT3 inh	STAT3 activator	STAT1 act	Diaph inh CS	TLR4 MyD88 comp	Hsp70 activator
O=C(OC1CCN(c2ncc(C(F)(F)F)cc2Cl)CC1)c1cccc(C(F)(F)F)c1	.	0.8	-3	-3	8	99	103	19	3	-0.4
COc1ccc(C(=O)NCc2nnc(SCC(=O)N3CCOCC3)o2)cc1OC	3	1	-8	3	2	100	105	3	0	-0.1

# Other compounds follow.
SMILES,APP 5UTR inh,Diaphorase act,STAT1 blocker,G6PDH counter,STAT3 inh,STAT3 activator,STAT1 act,Diaph inh CS,TLR4 MyD88 comp,Hsp70 activator
CCN(CC)S(=O)(=O)c1cccc(C(=O)N/N=C(\C)c2cccs2)c1,-112,1.2,-34,2,0,103,129*,-17,5,0.2
Cc1nc2sc(C(c3cccs3)N3CC(C)CC(C)C3)c(O)n2n1 (centres undefined),-9,1.1,0,19,18,90,100,-8,-11,-0.4
CCc1cc2c(NCCC(=O)O)nc(C)nc2s1,4,0.8,-9,-12,-63,158*,108,15,-16,0.7
CSc1c(C#N)c(N)c(C#N)c2c1COC(C)(C)C2,-23,0.8,7,1,-17,116,93,16,1,0.0
COc1cccc(CNC(=O)C(CCSC)NS(=O)(=O)c2ccc3c(c2)oc(=O)n3C)c1 (centres undefined),11,0.8,6,-14,9,96,94,24,7,0.1
O=C1Nc2c(Br)cc(Br)cc2C1(O)N1CCOCC1 (centres undefined),2,0.8,-4,20,10,94,104,23,4,0.0
CC1CN(C(=S)NC(=O)c2ccc([N+](=O)[O-])cc2)CC(C)O1 (centres undefined),5,0.9,0,11,15,93,100,8,-20,-0.3
O=C(NC(Cc1c[nH]c2ccccc12)c1nnc2n1CCCCC2)c1ccccc1Cl (centres undefined),6,1,5,7,4,99,95,-1,-2,-0.5
Cc1cc(C)c(C#N)c(SCC(=O)c2ccccc2)n1,0,0.8,-4,2,15,91,102,19,-4,-0.3
COc1ccc(-c2cc(C(=O)OCC(=O)N3CCCC3)c3ccccc3n2)cc1,13,0.8,-1,6,26,84,101,19,8,0.1
CCOC(=O)C1(Cc2ccccc2)CCN(Cc2cc(OC)c3c(c2)OCO3)CC1,-23,0.9,-1,38,-4,108,99,11,-9,-0.3
COc1cc2c(cc1OC)C(C(=O)Nc1ccc3c(c1)OCCO3)C(c1cccnc1)N(C)C2=O (centres undefined),-10,0.8,1,-1,-2,104,99,17,1,-0.2
COc1ccc(OC)c(/C=N\NC(=O)c2ccc(=O)n(C)c2)c1,30,1,-7,-9,-11,107,106,3,11,0.2
CC(Oc1ccc(Cl)cc1Cl)c1nc(-c2ccc(NC(=O)c3ccncc3)cc2)no1 (centres undefined),-8,0.9,0,1,36,73,100,7,-1,-0.7
CCOC(=O)C1(C(=O)O)NC(=O)CC1c1ccccc1 (centres undefined),10,0.9,-9,10,1,103,108,10,-2,-0.3
CCn1c(=N)n(CC(O)c2cccs2)c2ccccc21 (centres undefined),8,1.1,2,10,-10,111,96,-10,-2,0.0
CCOc1ccc2[nH]c(=O)c(CN(CCO)C(c3nnnn3C3CCCCC3)C(C)C)cc2c1 (centres undefined),6,0.9,5,16,8,97,94,14,1,-0.2
COc1ccc(C(C)=O)cc1COc1ccc([N+](=O)[O-])c(C)c1,20,0.9,-13,1,25,84,110,12,-3,0.1
CC(O)C(NS(=O)(=O)c1ccc(Cl)cc1)C(=O)OCC(=O)c1c[nH]c2ccccc12 (centres undefined),-5,0.9,18,9,-19,123,83,14,-10,-0.2
CCSc1oc(-c2cccs2)nc1S(=O)(=O)c1ccccc1,8,1,1,6,-9,108,100,4,2,-0.2
O=C(Cn1cnnn1)Nc1cccc(S(=O)(=O)N2CCCCC2)c1,-6,1.1,6,10,0,100,95,-7,2,-0.3
CC(=O)C1C(=O)C=C(c2cccs2)CC1c1ccccc1 (centres undefined),13,0.9,6,2,12,95,93,7,8,-0.1
COc1ccc(S(=O)(=O)C(C#N)c2nc3ccccc3nc2N2CCCCC2)cc1 (centres undefined),-24,1,2,5,-1,103,98,1,-5,0.1
C=CCN(c1ccccc1OC)S(=O)(=O)c1cccc(C(=O)OCC(=O)c2c[nH]c3ccccc23)c1,20,0.9,8,11,-18,119,93,12,-13,-0.4
COc1cc(C2C=C(C34CC5CC(CC(C5)C3)C4)NC(=S)N2)cc(OC)c1OC (centres undefined),-5,0.9,-8,7,-3,101,108,10,-11,-0.2
# Other structures:
SMILES,APP 5UTR inh,Diaphorase act,STAT1 blocker,G6PDH counter,STAT3 inh,STAT3 activator,STAT1 act,Diaph inh CS,TLR4 MyD88 comp,Hsp70 activator
Cc1ccc(S(=O)(=O)NCCSc2nnc(N)s2)cc1,-16,1.1,4,9,2,100,97,-11,-2,0.2
Cc1ccc2cc3cc(C(=O)N4CCN(C(=O)c5ccco5)CC4)sc3nc2c1,-9,0.8,-2,-57,2,104,101,16,-8,0.1
Cc1cc(C)c2cc(CN(CC3CCCO3)C(=S)NCc3ccco3)c(=O)[nH]c2c1 (centres undefined),-7,.,12,7,-1,103,87,.,4,-0.2
O=C(NNc1cccc(Cl)n1)c1ccccc1CC[N+](=O)[O-],-1,0.8,-8,4,-2,109,107,18,-4,-0.1
CN(C)C(=O)N1CCCC(C(=O)NCCc2ccccc2)C1 (centres undefined),-24,0.9,-14,11,15,90,112,9,-10,-0.2
O=C(COC(=O)c1ccc(S(=O)(=O)NCc2ccco2)cc1)Nc1ccccc1OC(F)F,14,1.1,0,5,0,105,102,-5,7,-0.1
CCOC(=O)C1(CC2CC2)CCN(Cc2ccc3cccc(F)c3n2)CC1,-9,0.9,7,7,-23,122,91,13,-2,-0.4
CCCCNC(=O)C1(c2ccc(OC)cc2)CCOCC1,-11,0.9,3,9,16,89,98,6,-10,0.1
CCCS(=O)(=O)N1CCN(CC2CC3C=CC2C3)CC1 (centres undefined),-30,0.7,-12,-2,3,102,111,26,-11,-0.3
CN(C)C(=O)C1C2NC(=S)N(c3cccc(Cl)c3)C1(C)Oc1ccc(Cl)cc12 (centres undefined),-23,0.9,3,3,6,97,96,5,-2,0.0
N/C(=N\OC(=O)c1ccco1)c1ccccc1,-142,0.9,-50,12,16,89,143*,14,2,0.0
NCCCC[C@@H]1NC(=O)c2cc([N+](=O)[O-])cc(I)c2SC[C@@H](C(=O)NCC(N)=O)NC(=O)CNC1=O,-21,0.9,4,11,-5,102,96,11,-22,-0.2
O=C(O)c1ccccc1NSc1ccccc1[N+](=O)[O-],8,1.1,6,-3,9,95,94,-5,-10,-0.3
Nc1ccc(Cc2ccc(N)c(O)c2)cc1O,3,0.9,-3,27,8,94,101,14,-13,-0.3
COc1ccc(NC(=O)c2c[nH]c(=O)n(-c3ccc(C)c(C)c3)c2=O)cc1OC,-15,1,-6,8,.,.,104,3,-13,-0.4
O=C(Nc1cccnc1)c1cccnc1Cl,-6,1,-4,4,1,102,104,1,-9,-0.4
